A340 absorber: compounds absorbing at 340 nm; compound absorbance at 340 nm, fold over control; fold change at 10 µM; 65,000 tested, under 10 active; AID 708;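 active = at 10 µM dose, initial 340 nm absorbance at least 2 fold that of control wells; inactive = change under 2 fold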;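 note: initial absorbance extrapolated from kinetic A340 decline of NADH oxidation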
Fluor 339 460: intrinsic fluorescence of library compounds, ex339/em460 – biochemical, MLSMR library, data from DPM-DC assay, artefact control, profiling panel. compound autofluorescence, ex339/em460 nm, NADH buffer; active compounds read high; 1 = no-compound wells, NADH background. fluorescence fold increase at 10 µM. 65,000 compounds, 5.5% hits. AID 709;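 active = at 10 µM, mean starting fluorescence two-fold or more over control wells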;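 note: signal is the first read of a kinetic run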
TNAP act mid DEA: activates human TNAP at intermediate phosphate acceptor concentration | 64,000 tested, under 10 active | P05186 | purified TNAP, CDP-star luminescence, 100 mM DEA, 30 min; active compounds read high; scale: 0 levamisole-inhibited, 1 vehicle-only enzyme | AID 813 | activation factor at 20 µM;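 active = activation factor of at least 2 at 20 µM, relative to controls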
Target sequence (P05186 whole entry, looked up): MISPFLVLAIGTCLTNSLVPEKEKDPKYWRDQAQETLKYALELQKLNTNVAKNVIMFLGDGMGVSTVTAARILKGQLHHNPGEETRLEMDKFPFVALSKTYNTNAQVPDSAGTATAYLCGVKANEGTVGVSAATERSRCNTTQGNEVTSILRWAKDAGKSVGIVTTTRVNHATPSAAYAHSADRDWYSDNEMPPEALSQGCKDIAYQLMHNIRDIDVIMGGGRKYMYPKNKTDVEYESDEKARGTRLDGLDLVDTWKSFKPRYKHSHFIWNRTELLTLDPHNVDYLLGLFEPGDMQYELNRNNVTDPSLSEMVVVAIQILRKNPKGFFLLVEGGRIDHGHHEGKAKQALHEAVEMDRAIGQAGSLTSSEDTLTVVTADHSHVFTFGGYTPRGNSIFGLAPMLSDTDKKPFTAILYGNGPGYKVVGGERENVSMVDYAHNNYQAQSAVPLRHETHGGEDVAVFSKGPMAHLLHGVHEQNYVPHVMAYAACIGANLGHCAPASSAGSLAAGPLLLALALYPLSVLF
MMP13 inh: blocks human MMP13 activity; MMP-13 fTHP FRET cleavage, Mca fluorescence; inhibition, % at 4 µM; AID 570; 65,000 compounds, 0.07% hits; P45452;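 active = inhibition above the mean of compound-free control plate wells plus 3 SD, cut at about 14% in these data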;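 note: 0% = DMSO wells and 100% = wells with reference MMP-13 inhibitor after basal subtraction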
HTR1A agonist: 5-HT1a (human) receptor agonism | AID 567 | P08908 | activation, % at 10 µM | CHO 5-HT1a Ga15 NFAT-bla reporter, FRET ratio; 0% basal, 100% maximal reference agonist | 65,000 compounds, 0.56% hits;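 active = activation above the screen-wide mean activation plus 3 SD, cut at about 19% in these data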;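 note: 0% = DMSO wells and 100% = 5-CT at EC100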
SF-1 act: activators of human nuclear receptor SF-1; Q13285; CHO-K1 Gal4-SF-1 LBD luciferase reporter; % increase over DMSO SF-1-specific signal; activation, % at 10 µM; 65,000 compounds, 1.9% hits;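 active = activation above the mean activation of all tested compounds plus 3 SD, cut at about 50% in these data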
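Test system: transient Gal4-SF-1 LBD reporter, CHO-K1; Amount: 4,000 CHO-K1 cells per well; Doses: 10 µM only; Timing: compound exposure 20 h at 37 °C; Signal: luciferase light emission; Read-out basis: percent activation relative to DMSO median and mock-transfected background; Control set: DMSO negative control and −SF1 background wells; Replicates: one test per compound.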
RORa activator: activators of human nuclear receptor RORA. P35398. CHO-K1 Gal4-RORA LBD luciferase reporter, luminescence; percent increase over mock-subtracted basal signal. activation, % at 10 µM. 65,000 compounds, 1.5% hits. AID 560;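 active = activation above the mean of all tested compounds plus 3 SD, cut at about 49% in these data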;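 note: 0% = DMSO-treated RORA cells and 100% = added signal equal to DMSO minus mock-transfected cells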
Target sequence (P35398 whole entry, looked up, the tested form may be a part): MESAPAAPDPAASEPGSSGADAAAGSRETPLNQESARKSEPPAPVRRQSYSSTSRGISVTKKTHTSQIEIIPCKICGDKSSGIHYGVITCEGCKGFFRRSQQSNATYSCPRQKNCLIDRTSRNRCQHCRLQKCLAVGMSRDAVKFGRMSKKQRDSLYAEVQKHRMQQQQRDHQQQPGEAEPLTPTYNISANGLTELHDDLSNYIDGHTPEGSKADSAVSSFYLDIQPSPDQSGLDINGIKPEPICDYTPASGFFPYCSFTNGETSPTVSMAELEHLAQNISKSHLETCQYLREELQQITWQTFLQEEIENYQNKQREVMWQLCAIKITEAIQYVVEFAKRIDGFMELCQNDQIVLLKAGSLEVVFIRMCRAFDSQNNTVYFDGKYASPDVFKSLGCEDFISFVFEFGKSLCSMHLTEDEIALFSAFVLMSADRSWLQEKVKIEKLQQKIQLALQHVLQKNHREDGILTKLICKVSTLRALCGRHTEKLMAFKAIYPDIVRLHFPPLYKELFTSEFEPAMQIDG
NADH enzymes: blocks coupling enzymes of NAD/NADH assays; coupled PK/LDH NADH assays, four targets; IC50, µM (highest dose often 10 µM), inactives show at the top dose inhibition; 65,000 compounds, 0.02% hits; AID 774;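 active = single-dose screening hits from any of four coupled enzyme assays that gave an IC50 when retested across doses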;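 note: the DPM-DC format reads NADH fluorescence rather than 340 nm absorbance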
5-HT1A blocker: antagonists of human 5-HT1a serotonin receptor; inhibition, % at 10 µM; 62,000 compounds, 0.68% hits; CHO 5-HT1a Ga15 NFAT-bla reporter, antagonist mode;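 active = inhibition above the mean of all tested compounds plus 3 SD, cut at about 43% in these data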;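 note: receptor stimulated by 5-CT agonist at 100 nM near EC80; beta-lactamase reporter measured by ratiometric fluorescence of a cleavable substrate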
Active calls of the source: *; nt = not tested or not shown; & = joins results of further samples; [ ] = another dose, or the depositor's remark.

SMILES	A340 absorber	Fluor 339 460	TNAP act mid DEA	MMP13 inh	HTR1A agonist	SF-1 act	RORa activator	NADH enzymes	5-HT1A blocker
O=C(CCS(=O)(=O)c1cccc2nonc12)N1CCN(c2ccc(F)cc2)CC1	1.05	1.16	1.1	4.6	-1.6	-16.1	-19.0	1.0%	-9.6
C=CCNCc1cccn1-c1sc2c(c1C#N)CCCC2	1.05	1.05	1	nt	nt	nt	nt	13.0%	nt
COc1ccccc1N1CCN(CC(O)COc2ccc3c(C)cc(=O)oc3c2)CC1 (configuration not stated)	1.13	1.75	0.9	-32.0	4.2	-3.1	6.3	6.0%	88.1*
O=C(COc1ccccc1Cl)NCc1ccncc1	1.04	1.09	1	2.2	-1.8	20.0	-1.9	2.0%	-14.1
Cc1cccc(OCc2nnc(SCn3nnc4ccccc4c3=O)o2)c1	1.01	1.07	0.9	1.8	0.5	-4.9	0.0	3.0%	-9.0
COc1cccc(C2c3c(oc4ccccc4c3=O)C(=O)N2CCCN(C)C)c1OC (configuration not stated)	1.05	1.2	1	-1.9	-0.6	-10.9	2.6	5.0%	0.0
O=C(Nc1ccc(N2CCN(C(=O)c3ccccc3)CC2)cc1)c1cc2ccccc2o1	1.15	2.4*	0.9	-0.9	2.8	4.4	-6.2	2.0%	6.3
COc1cc(OC)c(NC(=O)c2ccoc2C)cc1Cl	1.05	1.13	1	7.3	0.2	-23.6	-4.4	1.0%	4.0
COc1ccc(C2C(C#N)=C(N)Oc3cc(C)n(CCN4CCOCC4)c(=O)c32)cc1OC (configuration not stated)	1.04	1.1	1	-1.4	3.3	-2.1	-4.6	5.0%	nt
Cc1ccccc1OCC1CN(CN2CCOCC2)C(=O)O1 (configuration not stated)	1.01	1.16	1	0.7	-0.4	10.8	0.8	2.0%	4.0
O=C(COc1ccc(S(=O)(=O)NC2CCCCC2)cc1Cl)NCC1CCCO1 (configuration not stated)	1.01	1.04	0.9	-0.2	-0.1	4.3	-19.8	3.0%	-11.0
Cc1cccc(C2N(c3ccc(F)cc3)C(=O)C3CCCN32)c1 (configuration not stated)	1.02	1.09	1	6.2	-2.8	-9.5	2.3	9.0%	2.3
COc1ccc(NC(=O)CSc2nccc(C)n2)cc1	1.03	1.1	1	-2.4	-4.8	17.1	-8.6	2.0%	-3.5
COC(=O)c1ccccc1S(=O)(=O)N(Cc1cc2cc3c(cc2[nH]c1=O)OCO3)C1CCCCC1	1.08	1.95	0.9	-19.7	-1.8	3.1	16.2	6.0%	-8.3
Cc1ccccc1S(=O)(=O)Cc1ccc(C(=O)N2CCN(c3ccc(F)cc3)CC2)o1	0.99	1.07	0.9	3.7	0.3	-0.3	-18.7	4.0%	-1.7
Cc1cc(C(=O)NCCN2CCCCC2C)n(-c2ccccc2)n1 (configuration not stated)	0.98	1.02	0.8	3.7	2.9	-8.6	21.3	2.0%	6.3
Cc1nc2ncnn2c(C)c1CCC(=O)Nc1csc(N)n1	1.03	1.16	0.9	5.3	-3.6	-5.3	11.6	4.0%	8.2
CC(C)C(=O)Nc1ccc(-c2nc3cccnc3o2)cc1	1.15	2.45*	1	-492.0[fluorescence artefact?]	-1.2	-5.0	11.6	4.0%[fluoresces]	9.2
Cc1oc(-c2ccc(Cl)cc2)nc1CN1CCCC(C(=O)NCc2cccnc2)C1 (configuration not stated)	1.01	1.11	0.9	3.5	-1.3	-5.9	0.6	4.0%	4.2
CSCCC(NC(=O)C1CCC(C)CC1)C(=O)NCc1ccco1 (configuration not stated)	0.97	1.1	0.9	2.0	1.1	1.7	15.5	2.0%	5.0
CCCn1nnc(NC(=O)c2cccc(OCC)c2)n1	1.03	1.09	0.9	3.8	-0.2	66.2*	51.5*	6.0%	-0.6
CC(NC(=O)c1cccc(N2CCCC2=O)c1)c1ccc2c(c1)OCCO2 (configuration not stated)	1.01	1.35	0.9	-3.5	0.2	-0.3	13.7	17.0%	-1.9
COc1cc(NC(=O)c2ccccc2Cl)c(OC)cc1NC(=O)CN1CCOCC1	1	1.05	1	0.8	-4.2	-0.8	3.5	4.0%	3.3
CN(C)C(=O)Oc1cccc([N+](C)(C)C)c1	0.97&0.99	1.01&1.04	0.9&0.9	0.6&-6.2	-1.2&0.7	5.1&7.2	-11.9&-10.2	2.0%&4.0%	nt
O=C(CSc1nc2ccccc2c(=O)[nH]1)N1CCOCC1	0.99	1.1	1	3.7	12.4	-1.3	-33.6	1.0%	1.3
CCc1nnc(NC(=O)CSc2nnc3scc(-c4ccc(C)cc4)n23)s1	1.02	1.02	0.9	-10.6	1.3	3.9	-1.9	5.0%	-5.4
CS(=O)(=O)NCCSCc1c(F)cccc1Cl	0.98	1.02	0.9	2.0	0.1	-5.0	-4.1	6.0%	-11.6
Cc1[nH]nc2c1C(c1ccccc1F)NC2=O (configuration not stated)	1.03	1.04	0.9	4.4	-2.3	-6.3	-6.6	4.0%	8.2
CCOc1ccc2[nH]c(=O)c(CN(CCO)C(=O)CC)cc2c1	1.07	3.09*	0.9	-24.3	-3.2	-5.3	-12.6	12.0%	-4.8
CCC(C(=O)OC)n1cnc2c(cnn2-c2ccc(Cl)cc2)c1=O (configuration not stated)	0.96	1.04	0.9	-9.9	0.4	26.9	1.1	9.0%	-14.0
CCn1c(SCC(=O)NC(C)(C)C)nc(O)cc1=O	1.01	1.08	0.9	-2.0	2.1	8.8	-1.3	6.0%	-4.0
COc1ccc(C2C(C(C)=O)=C(O)C(=O)N2CCN(C)C)cc1OC (configuration not stated)	1.08	1.09	0.9	3.5	1.5	3.2	-20.0	4.0%	8.1
COc1ccc(C(=O)NCCn2cc(SCC(=O)NCc3ccco3)c3ccccc32)cc1	0.98	1.11	1	-6.5	0.0	-7.3	-21.3	3.0%	20.2
CN1CCN(CC(=O)Nc2ccc(Oc3ccccc3)cc2)CC1	1.01	1.04	1	0.6	6.2	-5.4	-16.2	4.0%	-4.1
Cc1nc2sc(C(c3cccc(F)c3)N3CCCC(C)C3)c(O)n2n1 (configuration not stated)	1.01	1.04	0.9	-0.5	-0.5	-1.1	-8.1	6.0%	-7.4
O=C1CCC(c2ccccc2)N1C(=O)c1cccnc1 (configuration not stated)	1.02	1	0.8	2.1	-0.4	-7.8	-2.4	2.0%	6.5
CC(=O)N(c1ccc(N(C(C)=O)S(=O)(=O)c2cccs2)cc1)S(=O)(=O)c1cccs1	1	1.04	0.9	-2.3	-3.1	13.2	-26.2	2.0%	6.4
CCC(Sc1nc2c(cnn2-c2ccc(Cl)cc2)c(=O)[nH]1)C(=O)OC (configuration not stated)	1.04	1.17	0.9	-0.1	-0.8	9.4	11.4	9.0%	4.1
O=C(Nc1cnn(Cc2ccc(F)cc2)c1)c1cc2nc(-c3ccco3)cc(C(F)(F)F)n2n1	1.05	1.21	0.8	1.6	0.7	20.4	0.5	8.0%	-5.1
COCCn1c(=O)[nH]c2cc(C(=O)NC(C)C)ccc2c1=O	1.04	1.45	0.9	-7.1	1.1	-7.8	2.4	1.0%	-3.9
Cc1ccc(-c2nc(CSCC(=O)N3CCN(c4ccccn4)CC3)c(C)o2)cc1	1.02	1.1	1.1	-3.8	-1.1	-29.3	-16.6	8.0%	16.0
COc1ccc(S(=O)(=O)N2CCN(C(=O)NCc3ccccc3)CC2)cc1	1.04	1.1	0.9	1.5	0.3	3.9	-21.5	3.0%	15.3
O=C(NCc1cccs1)c1cc(-c2cccc(Cl)c2)on1	1	1.09	1	1.0	2.5	23.4	31.0	6.0%	3.1
CC(C)(C)n1nnnc1C(c1ccc2ncccc2c1)N1CCSCC1 (configuration not stated)	0.97	1.06	0.9	-2.5	-0.7	-7.2	-1.6	8.0%	8.0
c1ccc2c(c1)[nH]c1c(N3CCCC3)ncnc12	1.06	1.36	0.9	-5.6	-1.9	-4.5	-32.7	10.0%	4.5
CCOc1ccccc1NS(=O)(=O)c1ccc(OC)c(OC)c1	0.97	1.1	0.9	3.5	-0.5	-15.6	-18.7	6.0%	13.8
CC(=O)Oc1ccc2cc(-c3nc4ccccc4n3C)c(=O)oc2c1	1.15	2.14*	1	-293.1[fluorescence artefact?]	89.2*	64.6*	76.1*	3.0%[fluoresces]	-54.0
CC(=O)NCCn1c(SCC#N)nc2ccccc2c1=O	1.06	0.98	0.9	3.2	-2.2	-0.3	-9.2	4.0%	-6.1
O=C(O)c1ccc(NS(=O)(=O)/C=C/c2ccccc2)cc1	1.02	1.08	0.9	7.8	-0.2	-1.2	-4.5	4.0%	-6.2
Nc1nc(-c2ccco2)nn1C(=O)c1cccnc1	1.06	1.08	0.9	-2.6	-3.1	-0.2	-11.9	5.0%	-2.2
CCCC(=O)NCCc1cc2c(C)ccc(C)c2[nH]c1=O	1.02	1.24	0.9	-8.3	-1.6	5.1	5.4	2.0%	-16.1
COc1ccccc1-c1cc(C(F)(F)F)nc(N2CCN(c3ccccc3)CC2)n1	1.09	1.09	0.9	10.9	0.6	-7.9	-20.1	2.0%	10.3

Part of the list above in order of molar mass, low to high:
SMILES	A340 absorber	Fluor 339 460	TNAP act mid DEA	MMP13 inh	HTR1A agonist	SF-1 act	RORa activator	NADH enzymes	5-HT1A blocker
c1ccc2c(c1)[nH]c1c(N3CCCC3)ncnc12	1.06	1.36	0.9	-5.6	-1.9	-4.5	-32.7	10.0%	4.5
Nc1nc(-c2ccco2)nn1C(=O)c1cccnc1	1.06	1.08	0.9	-2.6	-3.1	-0.2	-11.9	5.0%	-2.2
CC(=O)NCCn1c(SCC#N)nc2ccccc2c1=O	1.06	0.98	0.9	3.2	-2.2	-0.3	-9.2	4.0%	-6.1

Profiles, looked up by structure. Order of screens: A340 absorber	Fluor 339 460	TNAP act mid DEA	MMP13 inh	HTR1A agonist	SF-1 act	RORa activator	NADH enzymes	5-HT1A blocker
`CCCC(=O)NCCc1cc2c(C)ccc(C)c2[nH]c1=O` across the screens: 1.02	1.24	0.9	-8.3	-1.6	5.1	5.4	2.0%	-16.1
`CCOc1ccccc1NS(=O)(=O)c1ccc(OC)c(OC)c1` across the screens: 0.97	1.1	0.9	3.5	-0.5	-15.6	-18.7	6.0%	13.8
`Nc1nc(-c2ccco2)nn1C(=O)c1cccnc1` across the screens: 1.06	1.08	0.9	-2.6	-3.1	-0.2	-11.9	5.0%	-2.2
`COc1ccccc1-c1cc(C(F)(F)F)nc(N2CCN(c3ccccc3)CC2)n1` across the screens: 1.09	1.09	0.9	10.9	0.6	-7.9	-20.1	2.0%	10.3

High-throughput results from PubChem.
